Rv3671c inh: inhibitors of M. tuberculosis serine protease Rv3671c | P9WHR9 | actives 0.048% (n = 320,000) | AID 2606 | inhibition, % at 5.96 µM; in the data active = inhibition above about 38%;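 note: extracellular domain of Rv3671c used as enzyme; 0% = enzyme with DMSO and 100% = no enzyme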
Target sequence (P9WHR9 whole entry, looked up, the tested form may be a part): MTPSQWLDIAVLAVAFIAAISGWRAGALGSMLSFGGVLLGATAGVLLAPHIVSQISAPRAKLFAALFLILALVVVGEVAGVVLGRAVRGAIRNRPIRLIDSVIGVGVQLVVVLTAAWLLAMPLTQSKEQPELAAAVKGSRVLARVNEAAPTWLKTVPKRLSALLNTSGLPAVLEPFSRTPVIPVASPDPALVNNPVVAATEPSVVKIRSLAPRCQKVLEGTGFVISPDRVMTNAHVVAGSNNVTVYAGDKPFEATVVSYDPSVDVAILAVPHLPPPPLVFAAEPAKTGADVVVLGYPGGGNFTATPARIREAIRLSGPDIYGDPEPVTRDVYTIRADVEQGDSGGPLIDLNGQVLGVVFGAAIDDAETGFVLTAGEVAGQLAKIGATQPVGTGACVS
BoNT A protease: inhibitors of Botulinum neurotoxin A light chain protease; multiplex microsphere protease substrate cleavage, flow cytometry; inhibition, % at 10 µM; actives 0.17% (n = 360,000); note: plate controls were buffer without enzyme for full effect and enzyme alone for no effect
Anthrax LF prot: inhibitors of Bacillus anthracis lethal factor protease | multiplex microsphere protease cleavage assay, LF | inhibition, % at 10 µM | actives 0.12% (n = 360,000); note: plate controls were buffer without enzyme for full effect and enzyme alone for no effect
DUSP3 inh: inhibitors of human VHR1 phosphatase (DUSP3); P51452; recombinant VHR phosphatase, pNPP absorbance; inhibition, % at 13.3 µM; actives 0.52% (n = 290,000); in the data active = inhibition above about 50%; note: some compounds called inactive have numbers as strong as hits
Target sequence (P51452 whole entry, looked up): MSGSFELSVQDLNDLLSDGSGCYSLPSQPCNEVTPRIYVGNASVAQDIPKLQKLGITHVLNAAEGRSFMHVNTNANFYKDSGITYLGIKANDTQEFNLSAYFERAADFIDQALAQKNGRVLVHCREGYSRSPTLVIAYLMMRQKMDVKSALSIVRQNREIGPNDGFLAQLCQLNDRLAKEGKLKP
PrPC TRFRET: cell surface PrPC inhibition, primary TR-FRET screen. actives 0.43% (n = 370,000). TR-FRET read-out. P04156. inhibition, % at 13.8 µM. AID 720596; in the data active = inhibition above about 24%; note: 0% = median of the test wells and 100% = reference compound wells
MazF activator: increases E. coli MazEF RNase cleavage of RNA. P0AE70. FAM/BHQ RNA-DNA oligo cleavage fluorescence, 5 h. activation, % at 20 µM. actives 0.32% (n = 350,000). AID 504720; in the data active = activation above about 50%
Target sequence (P0AE70 whole entry, looked up): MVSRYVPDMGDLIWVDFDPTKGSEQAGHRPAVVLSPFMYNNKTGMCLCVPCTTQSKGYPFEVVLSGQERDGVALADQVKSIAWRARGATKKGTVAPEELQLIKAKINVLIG
CCHFV vOTU inh: blocks the CCHF virus ovarian tumor domain protease. CCHFV vOTU protease, Pep-AMC fluorescence. inhibition, % at 11.5 µM. actives 0.55% (n = 370,000); in the data active = inhibition above about 30%; note: 0% = vehicle wells with enzyme and 100% = no enzyme wells
BoNT F protease: inhibitors of Botulinum neurotoxin F light chain protease; actives 0.22% (n = 360,000); AID 588497; Multiplex microsphere protease cleavage assay, flow cytometry; inhibition, % at 10 µM; in the data active = inhibition above about 35%, passing the limit was not always enough; inconclusive = no clear call, values can overlap the other calls; note: plate controls were buffer without enzyme for full effect and enzyme alone for no effect
SSB-PriA inh: K. pneumoniae PriA-SSBct interaction inhibition | AlphaScreen SSBct-PriA binding, biotinylated peptide | inhibition, % at 33 µM | actives 0.6% (n = 430,000) | AID 1272365; in the data active = inhibition mostly above about 37%, no sharp cut-off; inactive = mostly below about 20%;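 note: plate controls were negative control peptide for no effect and reference peptide for full effect; strong numbers were not always called active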
SARS 3CLpro inh: SARS-CoV 3CLpro protease inhibition; P0C6X7; inhibition, % at 6 µM; actives 0.14% (n = 290,000); recombinant SARS-CoV 3CLpro, quenched FRET peptide cleavage; AID 1706; in the data active = inhibition above about 12%
The depositor's hits bear a star; i = inactive; ? = inconclusive; nt = no result given; & = joins results of further samples. Cut-off read from the data, not from the text of the source, unless noted: active = inhibition above about 30%; inconclusive = no clear call, values can overlap the other calls; inactive = below that.

1) Cn1c(=O)[nH]c(=O)c2c1nc(N/N=C/c1cccnc1)n2Cc1ccc(Cl)cc1
2) CN1CCN(S(=O)(=O)c2ccc(NC(=S)NC(=O)C3CCC3)cc2)CC1
3) COc1ccccc1OCCC(=O)OCC(=O)Nc1ccc(S(=O)(=O)N2CCOCC2)cc1
4) COc1ccc(-n2cnnc2SCc2cnc(-c3ccccc3)s2)cc1
5) CC1=C(C(=O)OC(C)C)C(c2cccc(F)c2)N2C(=O)C(C)SC2=N1 (centres undefined)
6) Cc1ccc(OCCn2c(=S)[nH]c3ccccc32)c(C(C)C)c1
7) O=C(N/N=C/c1ccco1)c1cc(-c2ccc3ccccc3c2)n[nH]1
8) CC(=O)c1ccc(N2CCN(C(=O)CCS(=O)(=O)c3ccc4c(c3)CCN4C(C)=O)CC2)cc1

compound no.	1	2	3	4	5	6	7	8
Rv3671c inh	2	-9	5	3	-9	3	-53	0
BoNT A protease	-0.2	-0.8	-0.5	0.4	0.2	1.1	0.3	2.4
Anthrax LF prot	-3	0	-6	-9	2	25	1	0
DUSP3 inh	8	-2	11	21	1	2	-16	10
PrPC TRFRET	1	-1	10	6	5	14	-5	2
MazF activator	15	1	-1	-4	0	-7	-56	0
CCHFV vOTU inh	-5	-16	14	2	2	2	3	6
BoNT F protease	0	-4	-1	2	2	8	2	4
SSB-PriA inh	i	-11	9	-7	-10	16	nt	4
SARS 3CLpro inh	2	-1	3	1	-3	4	3	-4

Random excerpt: two entries already listed, in no set order.
6) Cc1ccc(OCCn2c(=S)[nH]c3ccccc32)c(C(C)C)c1
5) CC1=C(C(=O)OC(C)C)C(c2cccc(F)c2)N2C(=O)C(C)SC2=N1 (centres undefined)

compound no.	6	5
Rv3671c inh	3	-9
BoNT A protease	1.1	0.2
Anthrax LF prot	25	2
DUSP3 inh	2	1
PrPC TRFRET	14	5
MazF activator	-7	0
CCHFV vOTU inh	2	2
BoNT F protease	8	2
SSB-PriA inh	16	-10
SARS 3CLpro inh	4	-3

The list goes on.
9) O=C(COC(=O)c1ccc([N+](=O)[O-])o1)NC12CC3CC(CC(C3)C1)C2
10) CC(=O)Nc1ccc(OCCOc2ccccc2C(C)=O)cc1
11) Cc1ccc(NC(=S)c2ccc3ccccc3n2)c(C)c1
12) COc1ccc(C(=O)N2CCN(C(=O)Cc3ccccc3)CC2)cc1
13) Cc1cc[n+](-c2nc3ccccc3nc2[N-]S(=O)(=O)c2cccs2)cc1C
14) C=CCOc1ccccc1CN1CCC(n2nccc2NC(=O)C2CCOC2)CC1 (centres undefined)
15) CCOC(=O)C1CCCN(C(=O)c2ccc(OC(C)=O)cc2)C1 (centres undefined)
16) COc1ccc(C(=O)C(C)C(C)=O)c(OCc2ccccc2)c1OC (centres undefined)

compound no.	9	10	11	12	13	14	15	16
Rv3671c inh	-10	-8	-9	11	-5	1	-4	nt
BoNT A protease	0.0	-2.3	2.6	-0.7	0.0	-1.0	-3.2	0.3
Anthrax LF prot	-6	2	-3	0	-1	-3	-13	-2
DUSP3 inh	nt	20	92	24	21	-10	12	nt
PrPC TRFRET	-26	4	8	0	-13	-1	-4	4
MazF activator	0	-3	6	-3	6	-1	10	7
CCHFV vOTU inh	14	7	-9	4	-1	-9	0	8
BoNT F protease	0	16	9	0	0	-11	-4	-4
SSB-PriA inh	1	-6	-9	-5	-3	-1	-10	-17
SARS 3CLpro inh	nt	-3	-1	0	5	-1	2	nt

3 entries from above in a different format.
11	Cc1ccc(NC(=S)c2ccc3ccccc3n2)c(C)c1
  Rv3671c inh: -9
  BoNT A protease: 2.6
  Anthrax LF prot: -3
  DUSP3 inh: 92
  PrPC TRFRET: 8
  MazF activator: 6
  CCHFV vOTU inh: -9
  BoNT F protease: 9
  SSB-PriA inh: -9
  SARS 3CLpro inh: -1
12	COc1ccc(C(=O)N2CCN(C(=O)Cc3ccccc3)CC2)cc1
  Rv3671c inh: 11
  BoNT A protease: -0.7
  Anthrax LF prot: 0
  DUSP3 inh: 24
  PrPC TRFRET: 0
  MazF activator: -3
  CCHFV vOTU inh: 4
  BoNT F protease: 0
  SSB-PriA inh: -5
  SARS 3CLpro inh: 0
13	Cc1cc[n+](-c2nc3ccccc3nc2[N-]S(=O)(=O)c2cccs2)cc1C
  Rv3671c inh: -5
  BoNT A protease: 0.0
  Anthrax LF prot: -1
  DUSP3 inh: 21
  PrPC TRFRET: -13
  MazF activator: 6
  CCHFV vOTU inh: -1
  BoNT F protease: 0
  SSB-PriA inh: -3
  SARS 3CLpro inh: 5

The list goes on.
17) Cc1ccc2sc(C)cc(=O)c2c1
18) O=C(Nc1ccc(Br)cn1)C1CCCN1S(=O)(=O)c1ccccc1 (centres undefined)
19) CC(Sc1nn(-c2ccc(Cl)cc2)c(=S)s1)C(=O)NCC1CCCO1 (centres undefined)
20) Cn1cc(S(=O)(=O)N2CCc3ccccc3C2)c(=O)n(C)c1=O
21) CCCCOc1ccccc1NC(=O)c1scc2c1OCCO2
22) CC(=O)Nc1ccc(S(=O)(=O)N(C)CC(=O)OCC(=O)Nc2cc(C)on2)cc1
23) Cc1cc(C)c(S(=O)(=O)NCCc2ccncc2)c(C)c1
24) CC(C)(C)OC(=O)N[C@H](C(=O)OC(C)(C)C)c1ccccc1

compound no.	17	18	19	20	21	22	23	24
Rv3671c inh	nt	-2	2	1	nt	0	-2	4
BoNT A protease	0.1	0.5	0.3	0.2	-0.5	nt	-0.2	-0.2
Anthrax LF prot	-5	-6	3	3	-11	nt	-5	1
DUSP3 inh	nt	16	nt	-12	6	nt	nt	nt
PrPC TRFRET	3	7	-4	-3	4	-9	-1	0
MazF activator	5	10	4	5	-20	0	-7	-2
CCHFV vOTU inh	2	-1	-1	-13	11	-2	-9	0
BoNT F protease	6	-7	-3	4	-14	nt	2	-9
SSB-PriA inh	4	-6	-4	1	-19	-3	3	-3
SARS 3CLpro inh	nt	-4	nt	-6	2	nt	-11	nt

New compounds follow
Results follow in this order: Rv3671c inh	BoNT A protease	Anthrax LF prot	DUSP3 inh	PrPC TRFRET	MazF activator	CCHFV vOTU inh	BoNT F protease	SSB-PriA inh	SARS 3CLpro inh
(25) O=C(CNS(=O)(=O)c1c(Cl)cccc1Cl)OCc1csc(-c2ccccc2)n1
    -2	0.4	-2	0	5	-6	14	-7	-17	-1
(26) Cc1ccc(CN2C(=O)c3ccccc3Sc3ccc(C(=O)NCCN4CCOCC4)cc32)cc1
    -4	-1.1	-2	7	4	-1	-6	-2	3	4
(27) CC(C(=O)N1CCOCC1)N1C(=O)C2C3C=CC(C4CC34)C2C1=O (centres undefined)
    0	0.0	1	33	1	1	6	-1	-19	-1
(28) CN(CC(=O)Nc1ccccc1Cl)C(=O)COC(=O)c1cccs1
    2	-0.1	-7	nt	8	-25	-14	3	0	nt
(29) CCN(CC)S(=O)(=O)c1cc(C(=O)Nc2nncs2)c(Cl)cc1Cl
    1	-1.6	-3	-26	-1	4	1	-10	-12	-4
(30) COCCCNC(=O)CCCCCNS(=O)(=O)c1ccc(Br)cc1
    4	-0.6	-5	-3	-6	-3	-15	1	-10	0
(31) O=S1(=O)CC(N2CCN(CC3CC3)CC2)CN1Cc1ccc(F)cc1 (centres undefined)
    nt	0.3	4	nt	-7	nt	7	-4	nt	nt
(32) O=C(Nc1nc(-c2ccccc2Cl)cs1)c1cccnc1
    -48	-0.1	0	-8	-7	20	-1	1	-7	-2
(33) O=C1NCCCC1C(=O)Nc1cccc(C(F)(F)F)c1 (centres undefined)
    -2	0.2	3	21	1	-8	-2	2	-14	1
(34) O=C(Nc1ccccc1C(=O)NCC1CCCO1)c1ccco1 (centres undefined)
    -2	0.1	-2	-12	2	-1	-7	3	4	0
(35) Nc1nc(Cl)nc(N(c2ccccc2)c2ccccc2)n1
    -11	-0.6	0	7	-2	2	0	3	-12	-2
(36) Cc1ccc(NS(=O)(=O)c2cccc3nsnc23)cc1C
    -2	3.7	2	6	-11	8	-4	1	27	0
(37) COc1cccc(-c2ccc3nccn3c2)c1
    nt	1.6	5	nt	10	nt	-11	-1	nt	nt
(38) CCOC(=O)N1CCN(C(=O)c2ccc(NC(=O)CC)cc2)CC1
    -8	0.0	10	26	-3	-2	1	-1	-9	0
(39) COc1ccc(NC(=O)COC(=O)c2cc(C)oc2C)c([N+](=O)[O-])c1
    -7	-6.1	-6	nt	1	-2	-7	-5	8	nt

Continuation.
Results follow in this order: Rv3671c inh	BoNT A protease	Anthrax LF prot	DUSP3 inh	PrPC TRFRET	MazF activator	CCHFV vOTU inh	BoNT F protease	SSB-PriA inh	SARS 3CLpro inh
(40) C/C(=N\Nc1ccccn1)c1ccc(N2CCOCC2)cc1
    -1	-0.2	1	22	5	13	0	2	nt	2
(41) CCOc1c(Cl)cc(Cl)cc1CNCCNCCO
    8	-0.3	-1	20	1	3	9	-12	-2	-2
(42) COc1ccc2c(c1)OC[C@H]1[C@H]2N2C(=O)c3cc(OC)ccc3NC(=O)[C@@]2(C)[C@H]1c1ccccc1
    -24	-0.7	-9	nt	17	1	-8	0	18	nt
(43) O=C(COc1ccc2c(c1)oc(=O)c1ccccc12)NC(Cc1ccc(Cl)cc1)C(=O)O (centres undefined)
    -22	-0.2	-6	29	-1	-3	-57	-8	11	3
(44) CC1=CC(=C(C#N)C#N)C=C(C)N1Cc1ccc(Cl)cc1
    -16	0.2	-3	12	-4	-8	-9	4	3	-2
(45) CCOc1ccc(OCCC(=O)NNC(=O)c2ccncc2)cc1
    -6	-1.6	-3	nt	-3	0	0	-6	7	nt
(46) O=C(O)c1ccc(NS(=O)(=O)c2ccc(C(=O)Nc3ccccc3)cc2)cc1
    -3	-4.0	3	22	3	0	-1	-4	-7	1
(47) O=C(NNC(=S)Nc1ccc(Br)cc1Cl)c1ccncc1
    -2	-0.1	-6	46	-2	0	9	-3	12	2
(48) Cc1ccc(/C=N/NC(=O)Cc2cccn2C)s1
    -3	-0.2	-2	-2	3	4	1	2	nt	-1
(49) COC(=O)C1=CN(C)C=C(C(=O)OC)C1c1ccc(O)c(OC)c1
    -1	?	-6	4	-2	1	-2	-6	0	-2
(50) CCOC(=O)c1cn[nH]c1N
    0	1.7	-2	15	-1	-3	2	?	-7&-22	-6
(51) CCOc1ccc2nc(NC(=O)c3cnc(C)cn3)sc2c1
    1	0.1	-3	18	-3	3	3	-4	-20	-1
(52) Cc1cccc(OCC(=O)NC(=S)NNC(=O)c2ccncc2)c1
    -1	3.5	1	9	-1	0	-5	6	8	6
(53) c1ccc2c(c1)-c1ccccc1C2N1CCOCC1
    nt	-0.3	-6	nt	3	-8	-68	1	-7	nt
(54) COC(=O)c1ccccc1NC(=O)c1cc([N+](=O)[O-])nn1Cc1ccccc1
    -9	-1.0	-1	-8	0	-1	10	-2	1	-2

The listing continues:
Results follow in this order: Rv3671c inh	BoNT A protease	Anthrax LF prot	DUSP3 inh	PrPC TRFRET	MazF activator	CCHFV vOTU inh	BoNT F protease	SSB-PriA inh	SARS 3CLpro inh
(55) Cc1c(Cl)cccc1NC(=O)CCNC(=O)N1CC(=O)Nc2ccccc21
    -7	1.5	2	2	-2	-5	4	0	-1	6
(56) CC(=O)NC1C(=O)N=C(SCC(=O)NC2CCCCC2)NC1=O (centres undefined)
    -1	0.1	3	36	3	1	-1	2	-10	0
(57) Cc1cc(C(=O)N2CCCC(C)(C(=O)NS(=O)(=O)C3CC3)C2)n(C(C)(C)C)n1 (centres undefined)
    nt	-0.3	0	nt	3	nt	0	1	nt	nt
(58) COc1ccccc1C(CC(=O)O)NS(=O)(=O)c1ccc2c(c1)N(C(C)=O)CC(C)O2 (centres undefined)
    0	0.7	-1	8	5	5	1	4	-1	6
(59) Cc1ccc(Cl)cc1NC(=O)CN1CCN(S(=O)(=O)N2CCC(C)CC2)CC1
    3	-0.6	-1	4	-2	-3	12	-4	3&-8	-2
(60) COc1cc(/C=C(\C#N)c2ccccn2)ccc1OCC(=O)Nc1ccc(Br)cc1
    -10	0.9	1	-2	4	-2	2	14	-7	-2

This is a subset (hit frequency here may not be typical).
